Screening results: PubChem BioAssay, several laboratories
RBBP9 inhibitor – human RBBP9 hydrolase inhibition. O75884. recombinant RBBP9, FP-Rh probe fluorescence polarization. inhibition, % at 7.94 µM. actives 0.2% (n = 220,000). AID 1515;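 active means inhibition above the campaign mean of all tested compounds plus 3 SD, cut at about 14% in these data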;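 further: plate controls were DMSO wells with RBBP9 for no effect and wells lacking RBBP9 protein for full effect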
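System: RBBP9 protein / Quantity: 2.5 µM RBBP9 dispensing solution, before mixing / Also added: Serine-hydrolase probe FP-Rh, 375 nM pre-mixing / Dosing: 7.94 µM single dose, 0.794% DMSO / Timing: enzyme-compound preincubation 30 min, then probe labeling 45 min, 25 °C / Signal: FP readout at 525/598 nm / Controls: DMSO-treated enzyme wells and wells lacking RBBP9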
Hck Nef HTS – blocks Nef-activated human Hck kinase. P08631. Recombinant Hck-YEEI plus Nef, Z-Lyte FRET kinase assay. inhibition, % at 20 µM. actives 0.68% (n = 220,000). AID 463187;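 active means Hck-Nef kinase inhibition above about 50%, limit read from the data; inactive means inhibition below that limit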;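 further: 0% = DMSO with Hck plus Nef and 100% = Hck alone without Nef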
NPY-Y1 PAM-ag – potentiates or activates human NPY-Y1 receptor; P25929; NPY-Y1 expressing cells, potentiator/agonist activation; activation, % at 3.6 µM; actives 0.37% (n = 220,000); AID 1304; in the data active means activation above about 33%, passing the limit was not always enough;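 further: cells stimulated with NPY at EC10 then isoproterenol at EC100; 0% = low agonist plus stimulus and 100% = saturating agonist plus stimulus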
p97 ATPase inh – inhibitors of human p97 ATPase. AID 1481. recombinant p97 ATPase, Kinase-Glo ATP luminescence, 3 h. actives 0.42% (n = 220,000). P55072. inhibition, % at 8 µM; in the data active means inhibition above about 15%;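 further: 0% = DMSO vehicle and 100% = wells lacking enzyme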
Target sequence (P55072 whole entry, looked up): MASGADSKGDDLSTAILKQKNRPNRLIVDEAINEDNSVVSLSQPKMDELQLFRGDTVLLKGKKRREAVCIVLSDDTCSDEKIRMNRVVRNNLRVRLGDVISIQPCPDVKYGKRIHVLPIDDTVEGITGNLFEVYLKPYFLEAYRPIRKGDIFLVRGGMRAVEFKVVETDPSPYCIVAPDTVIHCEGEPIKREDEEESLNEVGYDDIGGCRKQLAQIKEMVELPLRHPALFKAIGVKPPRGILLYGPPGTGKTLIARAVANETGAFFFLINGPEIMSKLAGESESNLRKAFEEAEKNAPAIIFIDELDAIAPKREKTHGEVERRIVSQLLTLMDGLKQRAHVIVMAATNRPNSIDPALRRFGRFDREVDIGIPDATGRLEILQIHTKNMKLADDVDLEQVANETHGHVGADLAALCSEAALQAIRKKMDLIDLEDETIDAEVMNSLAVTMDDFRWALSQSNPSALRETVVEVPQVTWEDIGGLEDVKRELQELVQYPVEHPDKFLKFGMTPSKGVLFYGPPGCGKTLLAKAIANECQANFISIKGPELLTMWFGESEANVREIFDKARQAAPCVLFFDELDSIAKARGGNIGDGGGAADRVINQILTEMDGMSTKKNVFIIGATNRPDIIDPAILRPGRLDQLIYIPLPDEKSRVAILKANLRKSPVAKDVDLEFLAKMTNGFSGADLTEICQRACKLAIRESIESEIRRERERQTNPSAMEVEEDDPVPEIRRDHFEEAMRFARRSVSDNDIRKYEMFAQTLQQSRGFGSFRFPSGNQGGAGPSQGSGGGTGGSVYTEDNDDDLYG
NPY Y1 blocker – NPY-Y1 (human) receptor antagonism | HEK293-CNG Y1 cells, membrane potential fluorescence; NPY at EC95, then isoproterenol | P25929 | inhibition, % at 3.6 µM | AID 1040 | actives 1% (n = 200,000);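 active means inhibition above the campaign mean inhibition of all tested compounds plus 3 SD, cut at about 20% in these data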;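 further: 0% = DMSO wells given NPY plus isoproterenol and 100% = isoproterenol alone without NPY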
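System: HEK293 cells with Y1 receptor plus CNG channel / Probe or stimulus: NPY 25 nM then isoproterenol 1 µM plus Ro 20-1724 25 µM / Compound: one concentration, 3.6 µM, in 0.4% DMSO / Schedule: compound incubation 1 h at room temperature, readout 45 min post-stimulation / Measured by: membrane potential fluorescence / Read-out: % inhibition of NPY effect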
Runt-CBFb FRET – blocks binding of human RUNX1 Runt domain to CBFb. actives 0.46% (n = 220,000). Cerulean-Runt/Venus-CBFb FRET ratio 530/480, 1 h. inhibition, % at 20 µM;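 active means inhibition over about 50% at 20 µM in the single-dose screen, limit read from the data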;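 further: 0% = DMSO wells and 100% = excess unlabeled CBFb competitor control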
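test system = Cerulean-tagged RUNX1 Runt domain (FRET donor) fusion protein | reagent = Venus-CBFb binding partner, 100 nM | incubation = protein complex preformed 1 h, compound exposure 1 h, room temperature, dark | detection = FRET fluorescence | read-out basis = loss of energy transfer signal | controls = 5 µM unlabeled CBFb as full-inhibition high control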
Runt-SMMHC FRET – inhibitors of human RUNX1 Runt domain binding to CBFb-SMMHC; AID 1434; actives 0.74% (n = 220,000); inhibition, % at 20 µM; Cerulean-Runt/Venus-CBFb-SMMHC FRET ratio 530/480, 1 h;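 active means mean inhibition across duplicate retests at 20 µM reaching about 50%, limit read from the data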;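 further: 0% = DMSO wells and 100% = wells with excess untagged CBFb-SMMHC; inhibitors lower the FRET ratio by blocking Runt binding to CBFb-SMMHC; some results filed as inactive read as strong as hits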
NPY2 pot ag – potentiates or activates human NPY-Y2 receptor; P49146; cells expressing NPY-Y2, potentiator/agonist read-out; activation, % at 3.6 µM; actives 0.45% (n = 220,000); AID 1359; in the data active means activation above about 27%;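 further: cells stimulated with NPY near EC25 plus isoproterenol at EC100; 0% = vehicle plus submaximal agonist and 100% = vehicle plus saturating agonist; some results beyond the cut were filed as inactive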
Mdm2 ligase inh – Mdm2 E3 ligase (human) inhibition; signal enhancement, % at 5 µM; cell-based MDM2 ubiquitination luciferase reporter, 2 h; 0 = plate control, 100 = twice control, blank-subtracted; actives 0.11% (n = 210,000); Q00987;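 active means signal enhancement of 30% or more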;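 further: luminescence tracks abundance of the self-degrading MDM2-luciferase fusion protein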
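System: stable MDM2–luciferase fusion reporter cells / Input: 2000 cells seeded into each well / Schedule: 4 h settle plus 2 h compound, 37 °C / Compound: single-point 5 µM / Buffer or medium: cells held in DMEM / Benchmarks: control and blank well means / Evaluation: percent signal gain over controls, blank-subtracted / Measured by: luciferase luminescence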
An asterisk follows results filed as active; / = no result given.

SMILES	RBBP9 inhibitor	Hck Nef HTS	NPY-Y1 PAM-ag	p97 ATPase inh	NPY Y1 blocker	Runt-CBFb FRET	Runt-SMMHC FRET	NPY2 pot ag	Mdm2 ligase inh
O=C(COC(=O)CN1C(=O)c2cccc([N+](=O)[O-])c2C1=O)NC1CCS(=O)(=O)C1 (centres undefined)	-3	1	-3	8	/	-4	-20	-3	-8
CC(SCc1ccccc1)C(=O)N/N=C/c1cc2c(cc1Br)OCO2 (centres undefined)	-8	1	4	0	-5	2	1	-9	-16
COc1ccccc1OCCNC(=O)c1cc(SC)ccc1Cl	-6	2	-10	-4	7	-1	1	10	-3
Cc1cc2c(cc1C)-c1nnc(-c3ccc4ccccc4n3)n1C(C)(C)C2	1	1	10	3	5	-2	-1	17	-4
O=S(=O)(N/N=C/c1cccc(OC2CSC2)c1)c1ccccc1	1	3	6	4	-4	0	-4	4	-6
Cc1noc(C)c1C(=O)Nc1ccc(F)cc1F	-2	0	-6	2	1	-1	-1	9	-19
C/C(=N\O)C(C)(C)Nc1ccc(Br)cc1	-3	2	0	-5	/	4	-1	-22	-14
COc1ccc(CNS(=O)(=O)c2ccc(C3CNC(=O)C3)cc2)cc1 (centres undefined)	-7	0	-23	2	-2	2	2	6	1
N/C(=N\OS(=O)(=O)c1ccc(Cl)cc1)c1cccnc1	-2	3	-13	1	2	-1	-1	5	-7
Cn1c(CNC2CCCCC2)c(C#N)c2ccccc21	-1	2	0	-1	9	-2	-5	-8	-8
O=S(=O)(c1ccc(F)cc1)N1CCCC(CO)C1 (centres undefined)	-6	0	-6	2	-2	0	2	9	-21
CCN(CC)C(=O)Sc1cccc2cccnc12	-7	0	10	3	-3	2	0	1	2
C=C(C)C(=O)Nc1cccc(C2=NOC3(C2)C[C@@H](C(N)=O)N(C(=O)C(=C)C)C3)c1 (some centres undefined)	/	19	/	/	/	0	0	/	-7
CCOC(=O)c1ccc(NC(=O)C(CC)CC)cc1	-7	0	-22	0	0	0	-1	4	0
CCOc1ccc(Br)cc1C1C(C(=O)OC)=C(N)Oc2cc(N(C)C)ccc21 (centres undefined)	5	0	15	6	0	-2	-4	21	0
CCCCOc1ccc(C(=O)N2CC(C)OC(C)C2)cc1 (centres undefined)	2	8	12	-4	0	-1	2	-7	-13
COc1cccc(CNC(=O)c2ccc(NC(=O)C3CCCO3)cc2)c1 (centres undefined)	3	-3	-1	4	-5	-1	-5	0	-8
CC(C)(C)c1ccc(/C=N/OCC(=O)NCc2ccc(F)cc2)cc1	-5	7	5	3	-1	-10	-12	-3	7
COCCn1cc(C(=O)c2ccccc2OCC(=O)Nc2cc(C)on2)cc(C#N)c1=O	3	-8	1	0	-2	3	2	-1	-8
COc1ccccc1CN(Cc1cc2cc(C)cc(C)c2[nH]c1=O)Cc1nnnn1CC1CCCO1 (centres undefined)	-7	0	14	-1	4	-13	-3	2	-3
NC(=O)C1CC=CCC1C(=O)OCC(Cl)=C(Cl)Cl (centres undefined)	-9	0	-12	-3	-1	-4	-7	-6	-3
Cc1ccc(NS(=O)(=O)c2ccc(OCC(=O)N3CCOCC3)cc2)cc1	-4	-9	2	1	2	4	-2	3	9
CCS(=O)(=O)c1ccc2oc(Nc3cc(C)cc(C)c3)nc2c1	-10	0	-13	-9	2	-1	0	-5	-10
CC1(C)CC(=O)C2=C(C1)N(N1CCOCC1)C(N)=C(C#N)C2c1cccnc1 (centres undefined)	-1	-1	-5	-5	-2	0	-4	0	/
COC(=O)c1ccc(NC(=S)Nc2ccc(O)cc2)cc1	-5	-28	-3	-1	0	11	1	-9	-84
COCCNC(=O)c1c[nH]c2ccc(S(=O)(=O)N3CCC4(CC3)OCCO4)cc2c1=O	-5	-3	2	0	1	-2	-1	4	-7
CCn1nc(NC(=O)c2ccncc2)c2cc3ccc(C)cc3nc21	3	4	-16	4	-6	8	8	-9	-21
CCOCCOC(=O)C(C)Sc1n[nH]c(=O)[nH]c1=O (centres undefined)	-5	-1	3	2	-1	2	-3	1	-11
CCOC(=O)c1c(C)c(C(=O)NCc2ccc(OC)cc2)c(C)n1C	-11	18	11	4	3	1	-4	8	-4
COc1ccc(S(=O)(=O)N(CC(=O)NCCCN(C)C)c2ccc(C)cc2)cc1OC	1	-1	3	7	6	-1	0	4	-13
O=C(CN(Cc1ccccc1)S(=O)(=O)c1ccccc1)NC1CC1	1	-4	-32	1	0	0	1	3	/
COc1cc(CNCCN(C)C)c(Br)cc1OC1CCCC1	0	2	3	-2	12	2	0	-17	-19
CN(C(=O)CSC1=NCCS1)c1ccccc1	-10	-1	10	4	0	0	0	7	-8
O=C(Nc1ccc(Cl)c(Cl)c1)c1csc(-c2ccccc2)n1	1	2	-6	-1	8	0	-1	4	3
CC(C)C(NC(=O)c1ccccc1F)C(=O)OCC(=O)c1ccc(F)cc1 (centres undefined)	-5	25	-2	3	-1	-1	2	-10	10
CCC1C/C(=C/c2cccs2)C(=O)/C(=C/c2cccs2)C1 (centres undefined)	3	3	-12	4	2	2	-10	-10	-4
C=CCn1c(SCC(=O)Nc2ccc3c(c2)CCC3)nc2ccccc2c1=O	-3	3	-34	-2	3	-2	0	-10	-16
O=C(Nc1ccccc1Sc1ccccc1)c1ccccc1	-4	7	-30	1	7	-3	-1	1	-15
CC(C)(C)Sc1ccccc1S(=O)(=O)C(C)(C)C	1	1	-7	-3	/	-1	-1	-6	-12
CCOC(=O)c1ccccc1N=N/C(C(C)=O)=C(/C)O	-9	-5	-11	4	6	-3	0	0	-6
O=C(Oc1ccc2c(-c3ccccc3)cc(=O)oc2c1)C1CCCCC1	-11	0	-18	-3	2	2	1	8	-12
CCOC(=O)Cc1c(C)nc(SC)[nH]c1=O	2	-1	0	2	2	0	-4	-3	/
C=CCSC1=N/C(=C\c2ccc3c(c2)OCO3)C(=O)S1	-8	4	5	-4	5	1	0	10	-5
Cc1cc(Cl)ccc1N1C(=O)CC(NNC(=O)c2cccnc2)C1=O (centres undefined)	-9	5	16	3	0	-4	0	2	-5
O=C(Cn1cnc2ccccc21)N/N=C/c1ccco1	-6	0	-9	-5	0	5	2	0	-7
CCc1nnc(NC(=O)COC(=O)CN2C(=O)c3ccccc3C2=O)s1	-6	0	-4	8	1	-1	-1	-19	-22
CCOC(=O)N1CCN(C(=O)CSCc2ccc(C)cc2)CC1	-3	1	7	4	-5	2	1	10	-11
CC(C)N(C(=O)CSc1nc(COc2ccccc2)nc2ccccc12)C(C)C	-4	1	-2	5	3	-1	4	-6	6

Nothing new here: entries from further up.
SMILES	RBBP9 inhibitor	Hck Nef HTS	NPY-Y1 PAM-ag	p97 ATPase inh	NPY Y1 blocker	Runt-CBFb FRET	Runt-SMMHC FRET	NPY2 pot ag	Mdm2 ligase inh
CN(C(=O)CSC1=NCCS1)c1ccccc1	-10	-1	10	4	0	0	0	7	-8
O=C(Nc1ccc(Cl)c(Cl)c1)c1csc(-c2ccccc2)n1	1	2	-6	-1	8	0	-1	4	3
CC(C)C(NC(=O)c1ccccc1F)C(=O)OCC(=O)c1ccc(F)cc1 (centres undefined)	-5	25	-2	3	-1	-1	2	-10	10
CCC1C/C(=C/c2cccs2)C(=O)/C(=C/c2cccs2)C1 (centres undefined)	3	3	-12	4	2	2	-10	-10	-4
C=CCn1c(SCC(=O)Nc2ccc3c(c2)CCC3)nc2ccccc2c1=O	-3	3	-34	-2	3	-2	0	-10	-16
O=C(Nc1ccccc1Sc1ccccc1)c1ccccc1	-4	7	-30	1	7	-3	-1	1	-15
CC(C)(C)Sc1ccccc1S(=O)(=O)C(C)(C)C	1	1	-7	-3	/	-1	-1	-6	-12
CCOC(=O)c1ccccc1N=N/C(C(C)=O)=C(/C)O	-9	-5	-11	4	6	-3	0	0	-6
O=C(Oc1ccc2c(-c3ccccc3)cc(=O)oc2c1)C1CCCCC1	-11	0	-18	-3	2	2	1	8	-12
CCOC(=O)Cc1c(C)nc(SC)[nH]c1=O	2	-1	0	2	2	0	-4	-3	/
C=CCSC1=N/C(=C\c2ccc3c(c2)OCO3)C(=O)S1	-8	4	5	-4	5	1	0	10	-5
Cc1cc(Cl)ccc1N1C(=O)CC(NNC(=O)c2cccnc2)C1=O (centres undefined)	-9	5	16	3	0	-4	0	2	-5
O=C(Cn1cnc2ccccc21)N/N=C/c1ccco1	-6	0	-9	-5	0	5	2	0	-7
